USP2a inh: USP2a (human) protease inhibition | O75604 | USP2a enzymatic assay, qHTS inhibition | Potency, µM (series often up to 38.3 µM), without a hit: at the highest dose activity change, negative = inhibition, hits mostly inhibitors | 60,000 compounds, 0.1% hits;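 also: potency is read from the fitted curve at half-maximal effect; nearly all actives have a fitted effect of over 60% in size; plate controls were DMSO for no effect and NEM full inhibition control for full effect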
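Coupled readout: USP2-cleaved Ub-PLA2 (20nM final) turns over NBD C6-HPC (20uM final), Ex 460nm/Em 535nm after 2.5 h, time-zero read flagging artifacts. Enzyme (20nM final, pH 8.0 Tris) given 30 min RT with compound first; NEM defines full inhibition.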
Luciferase inh: firefly luciferase inhibition | purified firefly luciferase, luminescence, 8 min | 72,000 compounds, 2.2% hits | AID 411 | P08659 | Potency, µM (titrated, usually from 57.1 µM), for the others: top-dose activity change, negative = inhibition, hits mostly inhibitors; also: potency is read from the fitted curve at half-maximal effect; % is scaled to controls: 0 for no effect and ±100 for the full control effect; nearly all actives have a fitted effect of over 40% in size
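Firefly luciferase (PKLight detection mix) with 10 uM ATP in pH 7.2 imidazole buffer (KCl, MgCl2, Tween 20, BSA). Compounds tested across a concentration series (qHTS). Luminescence read after 8 min at ambient temperature.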
BRCT inh green: BRCA1 BRCT-phosphoprotein interaction inhibition; P38398; Potency, µM (series often up to 76.9 µM), without a hit: at the top dose activity change, negative = inhibition, most hits filed as inhibitors; AID 875; BRCA1 BRCT-phosphopeptide binding, green fluorescence polarization; 75,000 compounds, 0.05% hits;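 also: potency is read from the fitted curve at half-maximal effect; plate controls were peptide without protein for full effect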
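Fluorescence polarization: His-tagged BRCT (~35 kDa BRCA1 C-terminus, 250 nM) bound to 100 nM fluorescein-labeled phosphorylated 10-aa BACH1 peptide, pH 7.3 phosphate buffer with DTT and Tween 20. Compounds incubated 12 min at room temperature; inhibition read as lowered polarization.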
HEK293 cAMP ctrl: raises cAMP in parental HEK293 cells, TSHR agonist counter-screen; AID 938; parental HEK293 CNG cAMP sensor, membrane potential fluorescence; Potency, µM (titrated, usually from 57.1 µM), without a hit: top-dose activation, actives largely listed as activators; 73,000 compounds, 2.5% hits; also: potency is read from the fitted curve at half-maximal effect; % of control where 0% means no effect; nearly all actives have a fitted effect of over 55% in size
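Counterscreen for endogenous-receptor signalling: CNG-channel HEK 293 cells report cAMP rise by membrane depolarization. After 60 min dye equilibration with 100 uM RO 20-1724, compounds incubated 30 min before bottom-read fluorescence at 590 nm.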
Tau filament bind: binds recombinant human tau filaments. 71,000 compounds, 2% hits. recombinant tau filaments, thioflavin S fluorescence, 15 h; filaments grown with octadecylsulfate alongside compound. AID 596. Potency, µM (doses to about 57.1 µM), inactives show at the top dose activity change, negative = inhibition. P10636;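 also: potency is read from the fitted curve at half-maximal effect; % is scaled to controls: 0 for no effect and ±100 for the full control effect; actives lower thioflavin S fluorescence by blocking filaments or displacing dye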
Target sequence (P10636 whole entry, looked up): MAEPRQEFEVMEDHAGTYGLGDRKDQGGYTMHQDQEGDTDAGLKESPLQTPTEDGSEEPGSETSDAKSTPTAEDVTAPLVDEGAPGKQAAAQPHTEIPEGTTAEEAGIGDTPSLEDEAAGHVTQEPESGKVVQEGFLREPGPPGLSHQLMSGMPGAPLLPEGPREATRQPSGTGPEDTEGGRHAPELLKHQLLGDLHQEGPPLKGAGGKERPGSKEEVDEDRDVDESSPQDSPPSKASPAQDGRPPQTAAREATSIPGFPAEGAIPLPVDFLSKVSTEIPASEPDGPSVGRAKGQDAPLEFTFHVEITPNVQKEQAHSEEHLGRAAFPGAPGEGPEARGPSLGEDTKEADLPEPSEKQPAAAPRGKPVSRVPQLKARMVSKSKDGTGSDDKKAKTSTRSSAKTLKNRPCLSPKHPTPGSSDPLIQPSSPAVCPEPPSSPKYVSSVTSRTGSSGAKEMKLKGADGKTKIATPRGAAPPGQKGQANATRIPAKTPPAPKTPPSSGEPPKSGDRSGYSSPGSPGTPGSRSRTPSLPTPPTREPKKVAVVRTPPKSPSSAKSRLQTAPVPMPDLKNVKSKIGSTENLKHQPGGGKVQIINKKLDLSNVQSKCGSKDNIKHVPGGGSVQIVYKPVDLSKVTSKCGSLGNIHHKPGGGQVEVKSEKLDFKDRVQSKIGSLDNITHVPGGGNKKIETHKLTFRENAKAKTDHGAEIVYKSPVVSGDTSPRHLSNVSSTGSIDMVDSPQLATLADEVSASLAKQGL
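Assay mix: 1 uM His-tagged tau, 30 uM sodium octadecylsulfate, thioflavine S dye in HEPES/NaCl/DTT buffer. Compound is added prior to the inducer. Fluorescence after 15 h at 37 C.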
Caspase-7 inhib: allosteric or competitive inhibitors of human caspase-7; recombinant caspase-7, Ac-DEVD-AFC fluorescence rate; Potency, µM (series often up to 57.5 µM), for inactives: top-dose activity change, negative = inhibition, actives largely listed as inhibitors; 75,000 compounds, 0.02% hits; AID 889; active = well fitted inhibition curve with a large enough effect in the main read-out, with a control signal flat, not every such curve was filed as active; inconclusive = small, poorly fitted or top-dose-only effect, or a change in a side signal; also: potency is read from the fitted curve at half-maximal effect; % of control where 0% means no effect
Target sequence (P55210 24-198 limits assumed): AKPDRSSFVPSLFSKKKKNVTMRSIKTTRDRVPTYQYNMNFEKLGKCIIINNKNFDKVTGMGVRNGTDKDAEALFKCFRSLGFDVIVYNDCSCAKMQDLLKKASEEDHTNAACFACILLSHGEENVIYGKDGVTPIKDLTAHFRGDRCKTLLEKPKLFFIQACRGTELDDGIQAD
Target sequence (P55210 207-303 limits assumed): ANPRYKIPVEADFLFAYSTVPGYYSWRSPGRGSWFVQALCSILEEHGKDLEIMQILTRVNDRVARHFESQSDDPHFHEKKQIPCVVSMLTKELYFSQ
CRE-bla Fsk: CRE-bla signaling modulation under forskolin stimulation. Potency, µM (top dose mostly 38.2 µM), for inactives: at the top dose activity change, negative = inhibition, usual class: activators. CHO CRE-bla reporter (cAMP response element driving beta-lactamase), forskolin EC10, beta-lactamase ratio. 71,000 compounds, 2.5% hits; active = well fitted activation curve with a large enough effect in the signal ratio, with a control signal flat, not every such curve was filed as active; inconclusive = small, poorly fitted or top-dose-only effect, or effect the other way, or a change in a side signal; the % refers to the signal ratio; also: potency is read from the fitted curve at half-maximal effect; % of control where 0% means no effect
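CRE-bla CHO cells stimulated with EC10 NKH 477 (water-soluble forskolin) and compound titrations, 3 h at 37C; beta-lactamase read with CCF4 after 2 h at room temperature. Activity from 460/530 nm emission ratio, AC50 values for positive or negative modulation.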
BRCT PPI red: BRCT-phosphoprotein interaction inhibition (red fluorophore); BRCT-phosphopeptide binding, red fluorescence polarization; AID 892; Potency, µM (highest dose often 76.9 µM), for inactives: at the top dose activity change, negative = inhibition, actives largely listed as inhibitors; P38398; 75,000 compounds, 0.03% hits; also: % is scaled to controls: 0 for no effect and ±100 for the full control effect
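Rhodamine-labelled pBACH1 10-mer (100 nM) bound to BRCT domain (100 nM) at pH 7.3; compounds incubated 12 min room temperature, polarization read. Free peptide defines full inhibition; unlabelled decapeptide titrated as control.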
A350 fluor: compounds fluorescent in Alexa 350 spectral region; Compound autofluorescence, 340/450 nm, Alexa 350 dye-equivalents; stronger effect = higher value; max dye-equivalent concentration, M; 59,000 compounds, 11% hits; AID 590; in the data active = max dye-equivalent concentration above about 10 nM; inconclusive = mostly about 1.1 nM to 9.6 nM
Caspase-1 inhib: blocks human caspase-1 allosterically or competitively; P29466; Caspase-1 enzyme, Ac-WEHD-AFC fluorogenic rate; Potency, µM (top dose mostly 57.5 µM), inactives show at the top dose activity change, negative = inhibition, hits mostly inhibitors; 75,000 compounds, 0.03% hits;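 also: potency is read from the fitted curve at half-maximal effect; plate controls were vehicle for no effect and no substrate for full effect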
ERK AVP block: inhibitors of vasopressin-stimulated ERK signaling pathway; 72,000 compounds, 0.99% hits; AID 995; Potency, µM (series often up to 57.5 µM), without a hit: at the highest dose activity, negative = inhibition, most hits filed as inhibitors; HEK293-V1b, vasopressin-stimulated pERK AlphaScreen; also: potency is read from the fitted curve at half-maximal effect; % is scaled to controls: 0 for no effect and ±100 for the full control effect; nearly all actives have a fitted effect of over 55% in size
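qHTS, compounds titrated on V1b-expressing HEK293 cells. Preincubation 30 min at 37C, vasopressin 25 nM for 5 min, lysis 10 min, bead incubation 5 hr at room temperature.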
Active calls of the source: *; i = inactive; u = inconclusive; x = not tested or not shown; & = joins results of further samples; [ ] = another dose, or the depositor's remark. Unless noted, calls follow the shape of the dose curve; as a rule, active = well fitted curve in the direction sought with a large enough effect; inconclusive = small, poorly fitted or top-dose-only effect, or another doubt; inactive = no such curve, though single readings can be large; an effect the other way counts as inactive or inconclusive.

SMILES	USP2a inh	Luciferase inh	BRCT inh green	HEK293 cAMP ctrl	Tau filament bind	Caspase-7 inhib	CRE-bla Fsk	BRCT PPI red	A350 fluor	Caspase-1 inhib	ERK AVP block
C(#CCN1CCOCC1)COCc1ccccc1	-9%	3%	-0.5%	2%	-7%	6%	-14%	1.0%	i	2%	14%
O=C(O)CS(=O)(=O)C(c1ccccc1)c1ccccc1	x	1%[11.4 µM]	0.0%[15.4 µM]	2%[11.4 µM]	4%[11.4 µM]	0%[11.5 µM]	8%[7.6 µM]	1.4%[15.4 µM]	i	-2%[11.5 µM]	13%[11.5 µM]
CCN=C=NCCCN(C)C	x	1%[11.4 µM]	-0.6%[15.4 µM]	-5%[11.4 µM]	13%[11.4 µM]	2%[11.5 µM]	0%[7.6 µM]	-0.5%[15.4 µM]	i	1%[11.5 µM]	9%[11.5 µM]
CC(C)CCC1(CCN)C(=O)NC(=O)NC1=O	x	3%[11.4 µM]	0.4%[15.4 µM]	4%[11.4 µM]	4%[11.4 µM]	1%[11.5 µM]	5%[7.6 µM]	1.5%[15.4 µM]	i	-2%[11.5 µM]	-4%[11.5 µM]
O=C(Cn1ncc2ccsc2c1=O)N1CCC2(CC1)OCCO2	9%	-3%	2.1%	3%	-2%	-2%	-5%	0.7%	i	0%	5%
c1cc(CN2CCC3(CCNCC3)CC2)ccn1	-2%	1%[11.4 µM]	-4.7%	5%	-3%	0%	6%	-0.5%	i	1%	-16%
N#C/C(N)=C(/N)C#N	x	x	0.6%	39%	-22%	-2%	-5%	1.5%	x	-2%	18%
O=C1C2CCCN2C(c2cccc(Cl)c2)N1c1ccccn1 (stereo not drawn)	2%	2%	-3.2%	1%	8%	1%	2%	-2.1%	i	-1%	17%
Oc1ccc2c3c1O[C@H]1c4[nH]c5ccccc5c4C[C@]4(O)[C@H](C2)N(CC2CC2)CC[C@@]314	6%	-8%&0%	5.7%&-2.9%	21%&9%	-13%&8%	1%&-2%	u	0.3%&-0.8%	i	-11%&2%	u
COC(=O)c1ccccc1C(=O)OC	x	x	1.6%	5%	6%	0%	-4%	0.4%	x	-1%	7%
NC(=O)c1ccc(N)nc1	-8%	x	-0.4%[3.08 µM]	x	x	0%	x	0.6%	x	3%	15%
Cc1nc2cc(C(=O)N3CCC4(CC3)OCCO4)ccc2n1-c1cccc(F)c1	9%	1%	-0.3%	-6%	2%	0%	-1%	-1.5%	i	1%	-5%
N#Cc1cccc(NC(=O)N2CC[C@@]3(CCCN(C(=O)Oc4ccccc4)C3)C2)c1	114%[activator]	0%[11.4 µM]	-2.9%	-1%	-20%	0%	-3%	-1.8%	i	-2%	13%
C[C@@H](C(=O)OC1C[C@H]2CC[C@@H](C1)N2C)c1ccc(Br)cc1 (stereo partly drawn)	x	1%	3.2%	u	-19%	-1%	-5%	-2.5%	x	0%	-1%
CN1[C@@H]2CC[C@H]1CC(OC1c3ccccc3CCc3ccccc31)C2 (stereo partly drawn)	-8%[17.1 µM]	4%[25.5 µM]	-1.3%[34.4 µM]	13%[25.6 µM]	-9%[25.6 µM]	2%[25.7 µM]	-15%[17.1 µM]	-0.3%[34.4 µM]	i	-1%[25.7 µM]	7%[25.7 µM]
Cc1nnc2n1-c1sc(CCC(=O)N3CCOCC3)cc1C(c1ccccc1Cl)=NC2	x	x	-0.2%	1%	x	-2%	x	-2.5%	x	1%	-3%
Cc1cc(O)ccc1Cl	-13%	x	-0.8%[3.08 µM]	4%	6%	3%	-11%	-2.8%	x	-1%	u
O=C(O)CF	-10%	x	-2.6%	x	x	2%	x	0.8%	x	u	8%
CC[C@H]1CN2CC[C@@H]1C[C@@H]2[C@H](O)c1ccnc2ccccc12	x	2%[11.4 µM]	x	0%	12%	x	u	x	i	x	x
CCOP(=S)(OCC)SCCSCC	x	x	-3.3%	26%	-3%	-1%	0%	-1.1%	x	-1%	11%
O=C(c1ccccc1)[C@H]1[C@H](c2ccccc2[N+](=O)[O-])N1C1CCCCC1 (stereo partly drawn)	x	-1%[11.4 µM]	-0.9%[15.4 µM]	13%[11.4 µM]	-13%[11.4 µM]	3%[11.5 µM]	-16%[7.6 µM]	1.4%[15.4 µM]	i	-3%[11.5 µM]	11%[11.5 µM]
C#CCN1C(C)=C(C(=O)CCO)[C@@H](c2cccc(-n3oo3)c2)C(C(=O)OC)=C1C	x	3%	-2.1%	u	40µM*	-4%	u	-2.8%	x	-4%	u
CC(=O)Oc1ccc(/C=C/c2cc(OC(C)=O)cc(OC(C)=O)c2)cc1	10%	x	-1.4%	x	x	-3%	x	0.3%	x	-4%	-24%
O=C(O)C1(c2ccc(Cl)cc2)CCC1	-1%	1%	-2.9%	5%	0%	-1%	u	0.0%	i	1%	7%
C#CCN1C(=O)C2(C(C#N)=C(N)OC(C)=C2C(=O)OCc2ccccc2)c2ccccc21 (stereo not drawn)	33%[activator]	0%	0.2%	-6%	3%	-1%	-6%	-1.0%	i	0%	12%

Continuation.
SMILES	USP2a inh	Luciferase inh	BRCT inh green	HEK293 cAMP ctrl	Tau filament bind	Caspase-7 inhib	CRE-bla Fsk	BRCT PPI red	A350 fluor	Caspase-1 inhib	ERK AVP block
CCOC(=O)CBr	x	x	2.1%	17%	11%	-1%	-11%	0.0%	x	-5%	-2%
COCCn1cc(C(=O)N2CCC3(CC2)OCCO3)c2c3ccccc3n(C)c2c1=O	5%	-2%	-2.2%	4%	7%	0%	10%	-1.5%	7.5e-07M*	1%	-9%
CCCCCn1c(=O)c(C(=O)NCc2ccncc2)c(O)c2ccccc21	32%[activator]	-1%	5.6%	u	45%	4%	6%	1.5%	i	-4%	24%
COc1ccc(N2CCN(C(CNC(=O)Oc3ccccc3)c3cccnc3)CC2)cc1 (stereo not drawn)	25%	1%	-1.9%	16%	u	1%	-28%	-0.4%	i	-1%	11%
CCCCCCN=C(CC)c1c(O)n(CCCC)c(=O)[nH]c1=O	5%	2%	3.6%	u	14%	-3%	10µM*	-2.2%	i	-4%	-23%
CCCN(CCC)c1c([N+](=O)[O-])cc(C(F)(F)F)cc1[N+](=O)[O-]	-16%	x	1.3%	27%	-15%	-1%	-7%	-3.7%	x	-2%	u
CCC(=NCc1ccco1)c1c(O)n(Cc2ccccc2)c(=O)[nH]c1=O	16%	5%	0.7%	9%	-10%	-5%	u	-0.4%	i	-3%	-25%
O=C(O)C(C(=O)O)P(=S)(S)c1ccccc1 (stereo not drawn)	x	1%[11.4 µM]	-2.3%[15.4 µM]	0%[11.4 µM]	6%[11.4 µM]	-2%[11.5 µM]	5%[7.6 µM]	1.2%[15.4 µM]	i	0%[11.5 µM]	8%[11.5 µM]
Cc1ccc2c(c1)CC1(CN2C)C(=O)NC(=O)N(c2ccccc2C)C1=O (stereo not drawn)	8%	8%	-2.2%	9%	-8%	-1%	9%	0.5%	i	-1%	25%
N#Cc1cccc(NC(=O)N2CC3(CCN(C(=O)Oc4ccccc4)CC3)C2)c1	101%[activator]	0%[11.4 µM]	-3.2%	10%	-8%	0%	-11%	0.8%	i	-2%	12%
CC1(O)C[C@]2(C)N(O)C3CCCC[C@@H]3N2O1 (stereo partly drawn)	0%	4%	0.4%	2%	4%	0%	8%	0.5%	i	-2%	-24%
CCCn1ncc(C(=O)O)c1C	4%	1%	-2.4%	1%	4%	1%	5%	0.0%	i	0%	14%
CN(C)C(=O)CSc1nnc([C@@H](N)Cc2ccccc2)o1	0%	1%	-2.9%	5%	-2%	2%	-1%	1.0%	i	-1%	11%
Nc1c(Cl)c(Cl)nc(C(=O)O)c1Cl	x	x	-2.0%	12%	-1%	-2%	-10%	0.8%	x	2%	14%
N#CCCN	-6%	1%	0.5%	-5%	10%	2%	3%	-2.0%	i	0%	4%
CCc1c(C(=O)OC)ncc2[nH]c3cc(OC)c(OC)cc3c12	9%	2%	-1.5%	-1%	-2%	-24%	2.5µM*	0.9%	1.6e-08M*	u	u
NCCP(=O)(O)O	x	1%[11.4 µM]	1.0%[15.4 µM]	-3%[11.4 µM]	9%[11.4 µM]	1%[11.5 µM]	-6%[7.6 µM]	1.2%[15.4 µM]	i	-1%[11.5 µM]	-2%[11.5 µM]
C(=NC12CN3CN(CN(C3)C1)C2)c1cccnc1	-8%	2%	1.8%	u	8%	-4%	u	-0.1%	i	-1%	4%
CC[C@@H]1CN2CC[C@@H]1C[C@H]2[C@H](O)c1ccnc2ccc(OC)cc12	x	x	-1.5%	x	x	1%	x	-0.4%	x	3%	-26%
COc1ccc(-n2c(O)c(C(C)=NC3CC3)c(=O)[nH]c2=O)cc1	-1%	-1%	-2.3%	u	6%	-1%	1%	0.2%	i	1%	-12%

Source: PubChem

This is a subset; rates above refer to the full screens.
